Assay outcomes deposited in PubChem BioAssay by several laboratories.
Cardio protect: modulators protecting cardiomyocytes from myocardial damage; H9c2 cardiomyocytes, H2O2 injury protection, ATPLite, 2 h; protection from H2O2 cell death, % at 20 µM; hit rate 0.63% among 360,000; AID 588492;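 active = compounds giving at least 50% protection of heart cells from peroxide-induced death in the single-dose screen, raw or plate-pattern-corrected value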;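 note: 0% = DMSO wells with peroxide and 100% = DMSO wells without peroxide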
Glyco luc inh: N-linked glycosylation inhibition; D54 ERlucT glycosylation luciferase reporter, 24 h; percent of 100 nM tunicamycin response; reporter increase, % at 12.5 µM; hit rate 0.23% among 360,000;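 active = mean luciferase reporter signal, scaled so untreated is 0 and the glycosylation-blocking control 100, at or above a set limit in every replicate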;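 note: luciferase carries N-glycosylation sites so blocking glycosylation raises the light; 0% = median of neutral control wells and 100% = median of 100 nM tunicamycin wells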
HTR2A ag: activates the mouse 5-HT2A serotonin receptor; P35363; CHO-K1 mHTR2A beta-arrestin complementation, luminescence; percent of 30 µM serotonin response; activation, % at 7.6 µM; hit rate 0.66% among 360,000; AID 624169;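 active = activation above a run cutoff, the mean activation of all tested compounds plus 3 SD, cut at about 14% in these data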;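 note: 0% = plate median of compound wells and 100% = 30 µM serotonin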
Target sequence (P35363 whole entry, looked up): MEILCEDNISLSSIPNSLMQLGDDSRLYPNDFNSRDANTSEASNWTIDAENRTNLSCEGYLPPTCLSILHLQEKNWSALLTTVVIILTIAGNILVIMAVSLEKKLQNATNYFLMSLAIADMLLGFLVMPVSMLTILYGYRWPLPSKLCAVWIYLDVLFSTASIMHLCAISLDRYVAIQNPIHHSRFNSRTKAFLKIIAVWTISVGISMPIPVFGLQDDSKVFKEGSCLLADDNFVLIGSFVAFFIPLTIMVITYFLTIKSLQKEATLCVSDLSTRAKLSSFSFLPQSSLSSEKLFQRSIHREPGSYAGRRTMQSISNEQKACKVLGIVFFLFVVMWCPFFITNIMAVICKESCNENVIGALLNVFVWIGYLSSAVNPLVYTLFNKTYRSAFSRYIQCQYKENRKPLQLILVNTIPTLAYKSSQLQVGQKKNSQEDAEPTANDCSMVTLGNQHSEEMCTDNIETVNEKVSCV
MC4R antag cAMP: human MC4R antagonism in cAMP assay. P32245. MC4R-expressing cells, MTII-stimulated cAMP, LANCE TR-FRET. inhibition, % at 6.5 µM. hit rate 0.48% among 360,000. AID 540295;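 active = inhibition above its plate's cutoff, the mean of tested wells on that plate plus 3 SD, cut at about 29% in these data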;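 note: 0% = Melanotan II alone and 100% = Melanotan II plus saturating MCL0020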
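System – human MC4R-expressing U2OS cells · Also added – Melanotan II · Dosing – one concentration, 6.5 µM nominal · Timing – 30-min compound, 1-h challenge, 1-h detection, room temperature · Measured by – Eu-cAMP/anti-cAMP TR-FRET, emission 671 nm · Replicates – singlicate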
ABCB6 inh MLPCN: inhibitors of human ABC transporter ABCB6 | fluorescence ratio to DMSO, % at 10 µM | Q9NP58 | AID 602162 | K562-ABCB6 porphyrin accumulation, flow cytometry, 1 h; active compounds read low | hit rate 0.19% among 360,000;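 active = fluorescence ratio to DMSO below 75%, the collection mean minus 3 SD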;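 note: signal is porphyrin accumulated inside mitochondria; 100% equals median channel fluorescence of DMSO control wells; lower ratio means ABCB6 inhibition with less porphyrin fluorescence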
PDI inh: blocks human protein disulfide isomerase activity; P07237; PDI insulin aggregation turbidity, A650, 90 min; inhibition, % at 10 µM; hit rate 0.052% among 350,000;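 active = mean inhibition across replicates of 30% or more, whatever share of single replicates reach that level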;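 note: absorbance from insulin aggregation driven by PDI reduction with DTT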
Target sequence (P07237 whole entry, looked up): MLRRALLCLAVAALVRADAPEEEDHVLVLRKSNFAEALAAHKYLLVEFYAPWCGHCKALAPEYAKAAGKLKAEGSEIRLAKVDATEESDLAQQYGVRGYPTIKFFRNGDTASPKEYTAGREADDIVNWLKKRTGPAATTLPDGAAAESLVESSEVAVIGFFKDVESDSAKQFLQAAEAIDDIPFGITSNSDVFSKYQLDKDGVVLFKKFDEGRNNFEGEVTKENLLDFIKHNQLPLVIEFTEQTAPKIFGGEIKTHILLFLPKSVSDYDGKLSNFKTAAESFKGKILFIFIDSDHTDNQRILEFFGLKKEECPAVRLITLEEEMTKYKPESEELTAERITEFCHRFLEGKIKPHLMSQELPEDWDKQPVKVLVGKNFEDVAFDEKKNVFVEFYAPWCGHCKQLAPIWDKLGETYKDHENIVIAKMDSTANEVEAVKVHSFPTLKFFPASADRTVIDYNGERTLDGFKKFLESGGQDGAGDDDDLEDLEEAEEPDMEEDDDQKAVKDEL
Exocytosis inh: blocks lytic granule exocytosis | TALL-104 LAMP-1 surface exposure, flow cytometry; cells stimulated with thapsigargin and PMA | inhibition, % at 10 µM | hit rate 0.66% among 360,000;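 active = inhibition above about 55%, limit read from the data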
MC4R barr agon: activates human MC4R beta-arrestin recruitment; hit rate 0.98% among 360,000; AID 540308; P32245; activation, % at 8.9 µM; U2OS MC4R beta-arrestin complementation, luminescence; percent of melanotan II response, DMSO zero;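 active = activation above a per-plate cutoff, the mean activation of sample wells on that plate plus 3 SD, cut at about 8% in these data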
ABHD5-PLIN5 inh: inhibitors of human ABHD5-perilipin-5 interaction | Q00G26+Q8WTS1 | Split G. princeps luciferase complementation, luminescence, 4 h | inhibition, % at 4 µM | hit rate 0.78% among 360,000 | AID 602281;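 active = inhibition above the mean inhibition across every tested compound plus 3 SD, cut at about 22% in these data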;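 note: 0% = DMSO only wells and the 100% control is not disclosed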
CaV13 FRET inh: Primary screen for inhibitors of IQ motif and Ca2+-dependent inactivation inhibitor domain binding in CACNA1D, Förster resonance energy transfer in living cells, … | HEK cells, CFP/YFP FRET ICDI-IQ, plate reader, 10 min; percent FRET-ratio fall versus neutral wells | inhibition, % at 12.3 µM | hit rate 0.098% among 340,000;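 active = mean replicate inhibition of at least 30% and at least 1% of replicates passing that level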;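 note: 0% = median of the neutral control wells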
* hit, by the source's call; . = not tested or not shown.

SMILES | Cardio protect | Glyco luc inh | HTR2A ag | MC4R antag cAMP | ABCB6 inh MLPCN | PDI inh | Exocytosis inh | MC4R barr agon | ABHD5-PLIN5 inh | CaV13 FRET inh
CC(CCc1ccccc1)NC(=O)C1CCN(S(=O)(=O)N2CCOCC2)CC1 (centres undefined) | -2 | 4 | 5 | 6 | 99 | 0 | -2 | -0.4 | 5 | -10
O=C(N/N=C/c1nn(-c2ccccc2)cc1-c1ccccc1)c1ccncc1 | 62* | 6 | -3 | 15 | 100 | -4 | -4 | 0.7 | 4 | -11
CC(=O)NS(=O)(=O)c1ccc(NC(=O)CCc2ccccc2)cc1 | 2 | 2 | 4 | 4 | 97 | 8 | -2 | 0.0 | -3 | -3
Oc1ccc(N=Nc2ccc3c(c2)OCCO3)c2ncccc12 | 12 | -17 | -9 | -4 | 97 | 3 | 6 | -3.3 | 15 | -6
COc1ccc(/C=C2\SC(=S)N(CCCC(=O)Nc3ccc(O)cc3)C2=O)cc1 | -20 | 0 | 2 | 27 | 94 | -2 | 5 | 17* | 13 | -1
Cc1cccc(CSc2ncnc3ccccc23)c1 | -5 | -6 | 5 | 1 | 99 | -3 | 2 | 5.1 | 1 | -4
CC(C)(C)Cc1c(-c2cccc(Br)c2)nc2ccc(Cl)cn12 | 2 | 0 | -1 | . | 121 | . | -6 | . | 4 | -8
CCCCCCSc1ccc([C@@H]2[C@@H]3C(=O)N(CC)C(=O)[C@@H]3[C@]3(C(=O)OC)CCCCN23)cc1 | -16 | -11 | 6 | 10 | 98 | -4 | -5 | -1.7 | -6 | -4
COc1ccc(S(=O)(=O)N(C)C[C@H]2OCc3cn(nn3)CCCC(=O)N([C@H](C)CO)C[C@@H]2C)cc1 | 2 | 0 | 3 | 3 | 95 | -6 | 8 | 1.4 | 8 | -9
COCCN(C(=O)Nc1ccccc1)c1ccccc1 | -19 | 0 | -4 | 4 | 199 | 16 | 14 | 1.9 | 5 | .
COc1ccc(C)cc1NC(=O)COC(C)=O | 2 | 0 | -2 | -4 | 99 | -8 | 6 | 2.2 | 5 | -4
O=C(CSc1nnc2ncccn12)N1CCCCCC1 | 4 | 1 | 3 | 17 | 103 | 1 | -2 | -0.9 | -1 | -6
Cc1nc(CN2CCC(c3ccccc3)CC2)cc(=O)[nH]1 | -2 | 0 | 0 | 18 | 103 | 1 | -2 | 0.3 | -4 | -4
COc1ccc2c(c1)CCc1c(C(=O)Nc3c(C)nn(Cc4ccccc4)c3C)noc1-2 | -5 | -4 | 7 | 6 | 93 | -3 | 1 | 0.9 | 0 | .
COCCn1c(=O)c2c(nc3n2CCCN3Cc2ccccc2)n(C)c1=O | 4 | 4 | 6 | 0 | 96 | -5 | 0 | 0.9 | 3 | .
CC(=O)Nc1ccc(/C=C(\C#N)S(=O)(=O)c2ccc(C)cc2)cc1 | 3 | 5 | 4 | 0 | 100 | 2 | -2 | -0.4 | -14 | -5
CCn1c(SCC(=O)NCc2ccc3c(c2)OCO3)nnc1-c1ccco1 | 1 | -1 | 2 | 1 | 98 | 4 | 0 | 1.0 | 8 | -2
Cc1ccc(NC(=O)CNC(=O)C23CC4CC(CC(C4)C2)C3)nc1 | -2 | -1 | 2 | 1 | 94 | -1 | -7 | -1.1 | 0 | -12
O=C(Cc1cccc(NC(=O)C2CCCN(C(=O)C3CCC3)C2)c1)Nc1cccc(C(=O)N2CCOCC2)c1 (centres undefined) | -5 | -1 | 0 | 8 | 102 | -4 | 0 | -1.5 | -2 | -7
CCC(=O)n1nc(-c2ccc(OC)cc2)nc1N | -6 | 0 | -4 | 1 | 104 | -5 | 2 | -1.4 | -5 | -5
COc1cccc(C(=O)N(c2ccccc2)C2C=CS(=O)(=O)C2)c1 (centres undefined) | 5 | 0 | -1 | 3 | 102 | -2 | 12 | 2.6 | 11 | -5
CC(C)NC(=S)NC(=O)c1ccc(Cl)cc1Cl | -2 | -3 | 2 | 4 | 92 | -4 | 3 | 0.2 | 0 | -6
COc1ccccc1CNCC(=O)Nc1cc(S(=O)(=O)N2CCCCCC2)ccc1Cl | -14 | -3 | -6 | 5 | 94 | -1 | 2 | -2.0 | -5 | -2
O=C(CSc1nnc(Cc2cccs2)n1-c1ccccc1)NCc1ccc2c(c1)OCO2 | 5 | -2 | 7 | -1 | 102 | 4 | 1 | 0.6 | -2 | -5
CSCC[C@H](NC(=O)N1CCn2c1nc1ccccc12)C(=O)N[C@@H](C(=O)O)c1ccccc1 | 4 | 1 | 0 | -1 | 94 | . | -2 | -0.1 | 4 | .
COc1ccc(Cl)cc1-c1nc(-c2ccncc2)no1 | -4 | 2 | -1 | 7 | 91 | 9 | 1 | -1.1 | -2 | -5
COc1ccc(NC(=O)CSCC(=O)Nc2ccc(S(=O)(=O)N3CCCC3)cc2)cc1 | -3 | 1 | 2 | 4 | 99 | 4 | -4 | -1.6 | 1 | .
COc1ccccc1OCCCOc1ccc(C)cc1Br | -9 | 0 | 0 | 0 | 96 | 0 | -7 | -2.4 | -10 | -6
Cc1c(NC(=O)c2cccc(NC(=O)COc3ccccc3)c2)c(=O)n(-c2ccccc2)n1C | -1 | -1 | 6 | -1 | 92 | -5 | 2 | -0.5 | -6 | -5
CC(C)(C)C1(C)OC(=O)C(=Cc2ccc(OCC(=O)Nc3ccccc3)cc2)C(=O)O1 (centres undefined) | -7 | -1 | 0 | 4 | 112 | 1 | 0 | 1.1 | 0 | .
Cc1ccccc1C(=O)N1CCC(C(=O)O)CC1 | -1 | 3 | 0 | 1 | 101 | -2 | -3 | -1.7 | -3 | -5
Cc1ccc2c(c1)N(C(=O)CCC(=O)NCc1cccnc1)CC(C)O2 (centres undefined) | -4 | 2 | -4 | -2 | 96 | . | 0 | 0.5 | -1 | -6
COc1cccc(C(=O)Nc2nc3c(s2)CN(C)CC3)c1 | -10 | -2 | 1 | 2 | 98 | -7 | -2 | -1.5 | -2 | 1
CCC(=O)NC(=S)Nc1ccc2oc(-c3ccc(OC)cc3)nc2c1 | -7 | 2 | -1 | 1 | 81 | 0 | -3 | -1.9 | 2 | -4
COc1ccc(CCNC(=O)CSc2nc3[nH]c(=O)cc(O)c3s2)cc1 | 5 | 2 | 4 | 4 | 99 | 7 | -1 | -0.7 | -10 | -13
CC(=O)Nc1sc2c(c1-c1nc3ccccc3s1)CN(C(C)C)CC2 | 4 | -15 | -14 | 0 | 121 | -13 | -2 | -1.1 | -1 | -6
CCOC(=O)c1cn(Cc2ccc(Cl)cc2Cl)c2cc(C)nn2c1=O | 2 | 0 | 0 | -8 | 93 | 10 | 1 | 1.8 | 1 | -4
COc1ccc(C(C(=O)NC2CCCC2)N(C(=O)c2ccoc2C)c2ccc(C)cc2)cc1 (centres undefined) | 5 | -6 | -3 | 21 | 107 | 8 | -8 | 0.2 | -2 | -4
CC(=O)c1c(C)[nH]c(C(=O)NNC(=O)COc2cc(C)cc(C)c2)c1C | 2 | 0 | -4 | 1 | 91 | 0 | 2 | -0.1 | 4 | -6
CC(C)C(NC(=O)c1ccc2c(c1)OCCO2)c1nc2ccccc2[nH]1 (centres undefined) | 5 | -1 | 0 | 4 | 96 | 1 | 0 | -0.8 | 3 | -2
COc1cc(CN2CCC(n3nccc3NC(=O)C3CCOC3)CC2)ccc1F (centres undefined) | -3 | 4 | 6 | -1 | 102 | -6 | -3 | -1.2 | -4 | -9
COC(=O)c1ccc(C(=O)OC)c(NC(=O)CN(C)Cc2ccccc2)c1 | 2 | -5 | 1 | -2 | 103 | -3 | -2 | -1.1 | -2 | -19
Cc1ccc(NC(=O)Cn2nc(C)c3ccccc3c2=O)c(C)c1 | 9 | -2 | -1 | -5 | 94 | -4 | 4 | -1.1 | 0 | -5
O=C(CNC(=O)c1ccco1)NCc1ccc2c(c1)OCO2 | 5 | -1 | -1 | 12 | 101 | -4 | -2 | -2.6 | 1 | -5
CCc1ccc(S(=O)(=O)Nc2cccc(-c3ccc4nnc(C)n4n3)c2)s1 | 6 | 10 | 2 | -5 | 90 | -3 | 3 | -2.7 | -6 | -2
CC(O)CNCc1ccc(Cl)cc1Cl (centres undefined) | 3 | -2 | 2 | 7 | 98 | 4 | -5 | 0.3 | 0 | -1
CC(=O)N1CCN(CC(=O)Nc2ccc3c(c2)CCC3)CC1 | -3 | 2 | 0 | 6 | 94 | 2 | 0 | -1.8 | -5 | 0
C/C(=N/NC(=O)NC12CC3CC(CC(C3)C1)C2)c1ccccc1 | -2 | 0 | 12 | 5 | 93 | -6 | -18 | 6.7 | 4 | -2
CC1CCCN(S(=O)(=O)c2cccc(-c3cn4cccnc4n3)c2)C1 (centres undefined) | -2 | 1 | 0 | 0 | 100 | 14 | -2 | -1.6 | -2 | .
O=C(Nc1ccccc1)C1=C[C@H](C2CCCCC2)C[C@H](OCc2ccc(CO)cc2)O1 | -9 | -6 | -10 | 10 | 88 | -3 | -3 | -0.1 | 1 | -3
O=C(Cn1cnc2ccccc2c1=O)c1ccc(Cl)cc1 | -4 | 0 | 6 | 5 | 101 | 3 | -2 | -0.5 | 4 | 9
COc1ccc(CNC(=O)CCC(=O)Nc2ccc(Cl)cc2)cc1 | -2 | 1 | 0 | 16 | 104 | -8 | -6 | -1.8 | -2 | -11
Cc1cccc(NC(=O)Nc2cc(C)cc(C)n2)c1 | -2 | -1 | 7 | 2 | 96 | 1 | 3 | -1.7 | -1 | -5
CCCCOP(=O)(c1ccc(N(C)C)cc1)C(O)c1ccccc1F (centres undefined) | 1 | -1 | 2 | -8 | 94 | 14 | -8 | 0.6 | 12 | -6
COCCOC(=O)c1[nH]c2c(c1C)C(=O)CC(c1cc(OC)ccc1OC)C2 (centres undefined) | 38 | 15 | -5 | -15 | 107 | . | -6 | 0.9 | -12 | -2
O=C(c1cn(-c2ccccc2)nc1-c1ccncc1)N1CCCCC1 | -1 | 2 | 0 | 17 | 93 | -2 | 2 | -2.5 | 4 | -4
CC(C)[C@@H](N)C(=O)N/N=C/c1ccc2ncccc2c1 | 0 | -1 | -2 | -4 | 101 | -6 | -2 | 0.3 | 1 | -14
O=C(NCc1ccccn1)c1cc(S(=O)(=O)N2CCN(c3ccccc3)CC2)ccc1Cl | 0 | 1 | 0 | -3 | 88 | 1 | -2 | -1.4 | 6 | -4
O=C(NCc1cccnc1)C1c2ccccc2C(=O)N1C1CCCCCC1 (centres undefined) | 8 | 0 | 5 | 5 | 91 | 2 | 1 | -1.1 | 4 | -6
COc1ccccc1C(=O)Nc1nnc(-c2ccccc2)s1 | 10 | 2 | 5 | -3 | 107 | 9 | 2 | -1.2 | 5 | -4
